D1 ag: Allosteric Agonists of the Human D1 Dopamine Receptor: qHTS; D(1A) dopamine receptor (Homo sapiens), P21728; HEK293 T-REx D1 cells, calcium flux, agonist mode; activation, % at 2 µM; hit rate 1% among 360,000; AID 504660, 2011; in the data active = activation above about 30%; also: 0% is about no effect
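Agonism was scored from calcium flux recorded over 180 s (1 read/s) after pintool compound addition, following a 10-cycle baseline. Cells were inducible force-coupled HEK293 TREx D1, plated overnight at 30 C and loaded with no-wash calcium dye.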
Vif-A3G inh: qHTS for Inhibitors of Vif-A3G Interactions: qHTS. DNA dC->dU-editing enzyme APOBEC-3G (Homo sapiens), Q9HC16. HeLa A3G-eYFP + Vif (tagged APOBEC3G with the HIV-1 protein that degrades it), YFP fluorescence, overnight. Potency, µM (series often up to 46.1 µM), for the others: top-dose activity, negative = active, usual class: inhibitors. hit rate 0.076% among 410,000. AID 602310, 2012;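 also: potency is read from the fitted curve at half-maximal effect; % is scaled to controls: 0 for no effect and ±100 for the full control effect; nearly all actives have a fitted effect of over 60% in size; hits raise eYFP signal because A3G escapes Vif-driven loss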
Target sequence (Q9HC16 whole entry, looked up): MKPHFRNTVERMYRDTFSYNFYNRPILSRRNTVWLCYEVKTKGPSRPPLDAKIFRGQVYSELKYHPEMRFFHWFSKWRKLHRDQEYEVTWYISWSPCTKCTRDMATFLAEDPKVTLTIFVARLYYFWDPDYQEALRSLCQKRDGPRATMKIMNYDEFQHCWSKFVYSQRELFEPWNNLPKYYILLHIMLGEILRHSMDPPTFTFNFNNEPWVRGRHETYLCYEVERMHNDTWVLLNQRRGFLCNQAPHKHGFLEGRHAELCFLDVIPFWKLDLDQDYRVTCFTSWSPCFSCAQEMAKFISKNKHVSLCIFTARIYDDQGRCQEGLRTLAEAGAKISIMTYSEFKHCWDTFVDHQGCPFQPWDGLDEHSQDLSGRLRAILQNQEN
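HeLa cells stably expressing Vif and C-terminally eYFP-tagged A3G, seeded overnight at 37 deg C, then exposed to compound by pintool overnight at 37 deg C. Rise in yellow fluorescence (Ex 488/Em 500-530, Acumen) marks blocked Vif-driven A3G degradation.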
RXFP1 agonist: qHTS Assay for Agonists of the Relaxin Receptor RXFP1; Relaxin receptor 1 (Homo sapiens), Q9HBX9; Potency, µM (titrated, usually from 57.5 µM), inactives show at the highest dose activation, hits mostly activators; AID 2676, 2010; hit rate 0.3% among 370,000; HEK293T-RXFP1 cAMP TR-FRET, 30 min; response scale: percent of porcine relaxin response, buffer zero; also: potency is read from the fitted curve at half-maximal effect; % is scaled to controls: 0 for no effect and ±100 for the full control effect; nearly all actives have a fitted effect of over 60% in size; many of its hits are not listed in these tables
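HEK293 cells stably expressing RXFP1, treated 30 min at 37C with compounds plus PDE4 inhibitor Ro 20174; cAMP measured by HTRF TR-FRET. Normalized to buffer and 29 nM porcine relaxin; EC50 by Hill fit.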
RXFP1 antag: qHTS Assay for Antagonists of the Relaxin Receptor RXFP1; activity change, negative = inhibition, % at 57.5 µM; AID 1259400, 2018; Relaxin receptor 1 (Homo sapiens), Q9HBX9; hit rate 0.59% among 350,000; HEK293-RXFP1, relaxin-stimulated cAMP HTRF, 30 min; active compounds read low;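 active = activity change of -60% or lower, but not beyond a set lower limit; inconclusive = change between -60% and -40%, or beyond the set limit; inactive = change above -40%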; also: % is scaled to controls: 0 for no effect and ±100 for the full control effect
D1 antag: Antagonist of Human D 1 Dopamine Receptor: qHTS; HEK293 TREx D1 cells, calcium flux, dopamine EC80; active compounds read low; activity change, negative = inhibition, % at 10 µM; hit rate 3.2% among 360,000; AID 504652, 2011; in the data active = activity change below about -30%; also: % is scaled to controls: 0 for no effect and ±100 for the full control effect
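Tetracycline-induced HEK293 T-REx cells with force-coupled D1 receptor were loaded with a no-wash calcium dye. Compound was added after a 10 s baseline and read kinetically for 180 s; EC80 dopamine was then added and calcium flux followed another 180 s.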
GRP78 ERSR act: qHTS for Inducers of the Endoplasmic Reticulum Stress Response (ERSR) in Human Glioma: qHTS. U87-MG GRP78 promoter luciferase reporter, 16 h. Potency, µM, without a hit: at the top dose activation, actives largely listed as activators. hit rate 0.02% among 420,000. AID 602332, 2012; also: potency is read from the fitted curve at half-maximal effect; series mostly up to about 76 µM; % of control where 0% means no effect; nearly all actives have a fitted effect of over 35% in size
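Stably transfected U87-MG human glioma cells carrying a GRP78-based luminescent sensor were seeded at 1000 cells/well, pin-dosed with compounds and incubated 16 h. Luciferase reagent was then added, and end-point luminescence was read after 10 min at room temperature.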
D1 potentiator: Potentiators of Human D1 Dopamine Receptor: qHTS; D(1A) dopamine receptor (Homo sapiens), P21728; HEK293 TREx D1 cells, calcium flux, dopamine EC20 potentiation; potentiation, % at 10 µM; hit rate 0.036% among 360,000; AID 504651, 2011; in the data active = potentiation above about 30%; also: 0% is about no effect
Vif-APOBEC3F blk: qHTS for Inhibitors of Vif-A3F Interactions: qHTS | HeLa A3F-eYFP + Vif (tagged APOBEC3F with the HIV-1 protein that degrades it), YFP fluorescence increase | Potency, µM (titrated, usually from 46.1 µM), inactives show at the highest dose activity, negative = active | hit rate 0.2% among 390,000 | AID 602313, 2012; also: potency is read from the fitted curve at half-maximal effect; % of control where 0% means no effect; nearly all actives have a fitted effect of over 65% in size
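HeLa cells stably expressing Vif plus C-terminally eYFP-tagged A3F were seeded, incubated overnight at 37 deg C, dosed with compound, incubated overnight again at 37 deg C. Yellow fluorescence (Ex 488/Em 500-530) reported blocked Vif-mediated A3F-eYFP degradation.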
D2 potentiator: HTS Assay for Positive Allosteric Modulators of the Human D2 Dopamine Receptor: Primary Screen for Potentiators; D(2) dopamine receptor (Homo sapiens), P14416; HEK293 T-REx D2, calcium flux, EC20 dopamine potentiation; potentiation, % at 10 µM; hit rate 0.34% among 340,000; AID 485347, 2010;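 active = potentiation over 3 SD above the plate norm, cut at about 30% in these data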; also: 0% is about no effect
Target sequence (P14416 whole entry, looked up): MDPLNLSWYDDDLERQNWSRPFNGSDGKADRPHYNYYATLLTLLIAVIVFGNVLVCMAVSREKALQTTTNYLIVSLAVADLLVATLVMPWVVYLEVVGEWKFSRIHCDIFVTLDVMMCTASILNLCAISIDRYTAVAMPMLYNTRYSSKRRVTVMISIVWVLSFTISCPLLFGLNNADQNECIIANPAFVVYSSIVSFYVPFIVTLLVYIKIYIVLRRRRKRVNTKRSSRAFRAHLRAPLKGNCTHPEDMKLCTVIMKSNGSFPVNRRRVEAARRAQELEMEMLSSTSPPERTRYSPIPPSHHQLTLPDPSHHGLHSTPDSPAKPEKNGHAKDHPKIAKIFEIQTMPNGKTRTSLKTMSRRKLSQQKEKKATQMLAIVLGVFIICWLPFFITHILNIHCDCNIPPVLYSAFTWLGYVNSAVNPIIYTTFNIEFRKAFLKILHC
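Cells plated with tetracycline inducer and held overnight at 30 C; calcium dye loaded 30–90 min at room temperature; baseline taken, compound added and read 180 s; EC20 dopamine then added and read 180 s.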
* marks the source's active call; other numbers are inactive results; ? = inconclusive; . = no result given. Unless noted, calls follow the shape of the dose curve; as a rule, active = well fitted curve in the direction sought with a large enough effect; inconclusive = small, poorly fitted or top-dose-only effect, or another doubt; inactive = no such curve, though single readings can be large; an effect the other way counts as inactive or inconclusive. The list is partial (hit frequency here may not be typical).

SMILES	D1 ag	Vif-A3G inh	RXFP1 agonist	RXFP1 antag	D1 antag	GRP78 ERSR act	D1 potentiator	Vif-APOBEC3F blk	D2 potentiator
Cc1ccsc1/C=N/n1c(-c2ccccc2)n[nH]c1=S	2	-6%	-0.1%	-3	-19	-5%	0	1%	15
CCOC(=O)C(=O)c1c(-c2ccccc2)nc2ccccn12	0	-3%	8.3%	1	5	-3%	-1	-9%	-4
CC(Oc1ccccc1)C(=O)Nc1nc(-c2ccncc2)cs1 (configuration not stated)	4	-1%	-0.9%	-3	0	2%	-8	-12%	15
O=C(c1ccco1)N1CCN(CCOc2ccc(F)cc2)CC1	7	1%	-1.7%	4	2	0%	1	-11%	4
CCOc1ccc(CCNC(=O)c2ccc(CS(=O)Cc3ccccc3Cl)o2)cc1 (configuration not stated)	1	4%	-1.6%	-22	-12	4%	-6	1%	1
O=c1cc(C(F)(F)F)nc(SC/C=C/c2ccccc2)[nH]1	8	-2%	1.3%	-78*	-3	0%	-8	9%	9
COc1cccc(S(=O)(=O)NCC(=O)Nc2ccc(C(C)(C)C)cc2)c1	5	2%	0.5%	.	-4	-1%	-9	-3%	5
CCC(=O)N1CCc2cc(S(=O)(=O)NCCC(=O)NCc3ccc(OC)cc3)ccc21	1	3%	1.9%	-4	-44*	-2%	-1	-2%	3
CCCNc1ncnc2c1c(-c1ccccc1)cn2-c1ccc(OCC)cc1	6	-3%	4.1%	4	37	-4%	0	-3%	-2
CCOc1ccc(S(=O)(=O)c2c[nH]c3ccc(C)cc3c2=O)cc1	4	0%	24%	7	1	-2%	1	0%	3
Fc1ccc(N2CCN(Cc3nnc(-c4ccccc4)o3)CC2)cc1	2	7%	0.8%	-2	-4	-1%	-4	4%	0
Cn1cccc1Cc1nnc(SCC(=O)N2CCCc3ccccc32)n1-c1ccc(F)cc1	3	0%	5.6%	-21	3	-2%	1	-2%	0
CCN(CC)CCNc1cc(C)c(C#N)c2nc3ccccc3n12	2	1%	?	.	-4	-4%	-4	-2%	4
COC(=O)[C@]1(Cc2ccccc2)N[C@H](c2ccc(-c3cccc(Cl)c3)cc2)[C@@H]2C(=O)N(C)C(=O)[C@@H]21	8	1%	-0.3%	.	14	-2%	-1	2%	8
CCOc1ccc(S(=O)(=O)N(CC(=O)NCc2ccncc2)c2ccc(C)cc2)cc1	0	?	4.2%	-3	0	-2%	-2	?	-2
Cc1ccc(-n2c(-c3ccccc3)c[n+]3c2CCC3)cc1	0	7%	0.2%	8	14	-6%	3	11%	-10
COc1ccc(OC)c(N(C(=O)c2snc(C(N)=O)c2N)C(C(=O)NCc2ccccc2)c2ccc(O)cc2)c1 (configuration not stated)	7	-16%	2.5%	-1	17	-4%	-1	0%	-3
COc1ccc(NCc2ccc([N+](=O)[O-])s2)cc1	1	-17%	0.7%	24	9	3%	1	-24%	-4
CCNC(=O)NC(=O)COC(=O)CCCSc1nc2ccccc2[nH]1	2	0%	-0.3%	-8	-25	-4%	-2	11%	8
CCC(Sc1nc2ccc(C)cc2[nH]1)C(=O)O (configuration not stated)	1	0%	3.9%	-20	3	-2%	6	0%	-2
CC(=O)c1cc2c(cc1NC(=O)c1cc3nc(C(C)C)cc(C(F)(F)F)n3n1)OCO2	3	1%	3.1%	-8	0	-4%	2	-6%	9
CCN(C(=O)COC(=O)c1c(NC(C)=O)sc(C)c1C)c1c(N)n(Cc2ccccc2)c(=O)[nH]c1=O	.	-2%	.	-9	.	0%	.	-4%	.
Cc1noc(NS(=O)(=O)c2ccc(NC(=O)c3cnc4n(c3=O)CCS4)cc2)c1C	-1	1%	11%	0	-7	-2%	-8	-25%	1
CCn1c(C(C)NC(=O)c2cccs2)nc2ccccc21 (configuration not stated)	2	-1%	0.5%	.	0	-4%	-7	2%	-6
O=[N+]([O-])c1ccccc1/C=C/CN1CCCCC1	3	-6%	1.0%	-8	-30	-1%	-5	1%	-18
CCN1CCN(c2ccc(S(=O)(=O)N3CCCCC3)cc2NC(=O)c2cccc(NC(C)=O)c2)CC1	3	3%	1.8%	-15	10	-5%	2	-5%	14
O=c1[nH]c2cc3c(cc2cc1CN(CCc1ccccc1)Cc1nnnn1CC1CCCO1)OCO3 (configuration not stated)	2	0%	2.1%	-3	-12	-5%	5	3%	-20
c1ccc(-c2noc(CSc3nc4ccccc4o3)n2)cc1	7	-5%	3.2%	-11	-6	7%	0	-15%	-5
O=c1cc(CO)[nH]nc1CO	.	1%	.	-6	.	-5%	.	1%	.
O=C(CSc1ncnc2c1nnn2Cc1ccccc1)NC1CCCC1	4	-3%	16%	16	0	-5%	-2	5%	3
COc1cc(CO)cc(Br)c1OCC(=O)Nc1cccc2ccccc12	1	-6%	1.1%	-3	-1	0%	5	1%	-2
CCOc1cccc(C(=O)Nc2nc(-c3ccc(S(=O)(=O)N4CCOCC4)cc3)cs2)c1	8	-1%	-3.3%	-2	-4	-5%	-4	2%	21
O=S(=O)(NC1CCCCC1)c1cccs1	1	1%	3.6%	-11	6	-3%	-4	-17%	2
CCN1C/C(=C/c2cccs2)c2nc3ccccc3c(C(=O)O)c2C1	5	0%	-0.5%	3	8	-5%	-1	-9%	-5
CC(NC(=O)C1CCCN(S(=O)(=O)c2cccs2)C1)c1ccccc1 (configuration not stated)	30*	1%	0.0%	.	-26	-4%	-1	6%	12
CCOC(=O)c1c(C)[nH]c(C(=O)COc2ccc3c(c2)OCO3)c1C	7	-3%	1.1%	-10	-21	-2%	-6	-1%	-6
Cc1ccc(C)c(NC(=O)c2ccc(S(=O)(=O)N(C)CC3CCCO3)cc2)c1 (configuration not stated)	.	1%	.	-10	.	-3%	.	9%	.
Cc1ccc(C(=O)OCC(=O)Nc2ccc(Cl)cn2)s1	1	1%	6.5%	-3	1	9%	-3	-4%	-2
COc1ccc(NC(=O)C2=CCN(S(=O)(=O)c3ccccc3)CC2)cc1OC	1	2%	-4.5%	2	-7	0%	6	9%	-3
CCN(CC)CCn1c(=N)n(CC(=O)c2ccc(C)cc2)c2ccccc21	-1	10%	-0.3%	-12	-21	1%	-8	1%	-2

Of the compounds above, these contain a CF3 group:
SMILES	D1 ag	Vif-A3G inh	RXFP1 agonist	RXFP1 antag	D1 antag	GRP78 ERSR act	D1 potentiator	Vif-APOBEC3F blk	D2 potentiator
O=c1cc(C(F)(F)F)nc(SC/C=C/c2ccccc2)[nH]1	8	-2%	1.3%	-78*	-3	0%	-8	9%	9
CC(=O)c1cc2c(cc1NC(=O)c1cc3nc(C(C)C)cc(C(F)(F)F)n3n1)OCO2	3	1%	3.1%	-8	0	-4%	2	-6%	9

Next section
SMILES	D1 ag	Vif-A3G inh	RXFP1 agonist	RXFP1 antag	D1 antag	GRP78 ERSR act	D1 potentiator	Vif-APOBEC3F blk	D2 potentiator
COC(=O)c1ccc(NC(=O)C(C)Oc2ccccc2)cc1 (configuration not stated)	9	-1%	1.5%	-1	9	2%	-3	0%	2
Cc1cc2ccccc2n2c(SCC(=O)NCc3cccs3)nnc12	1	-4%	1.1%	-1	3	-3%	-8	-2%	-1
COc1ccccc1NS(=O)(=O)c1cc2c3c(c1)CCN3C(=O)CC2	0	0%	0.3%	-14	-12	-3%	1	-8%	-1
CCOc1ccc(CCNC(=O)C2CC(=O)N(Cc3ccc(C)cc3)C2)cc1OCC (configuration not stated)	4	-1%	-0.5%	-18	6	-4%	0	-5%	-6
O=C(CSc1ccc(Cl)cc1)NC(=O)NC1CCCC1	3	-7%	-0.4%	-4	-5	-1%	-3	-22%	-6
CSc1ccc(CNc2ccc(Cl)cc2)cc1	1	-5%	0.3%	-29	-12	6%	1	-1%	7
CC(Sc1nc2c(c(=O)[nH]1)CCCC2)C(=O)Nc1ccc(Br)cn1 (configuration not stated)	-2	-2%	-3.0%	-10	8	-3%	20	3%	-1
CC1CC(C(F)F)n2nc(C(=O)O)cc2N1 (configuration not stated)	2	3%	0.7%	-1	2	-3%	1	-13%	24
CCOC(=O)c1ccccc1NC(=O)c1nn(C)c2c1COc1ccccc1-2	4	-6%	-0.3%	7	11	-1%	0	-1%	-3
Cc1cc(C)n(C(=O)CCNC(=O)c2ccccc2Cl)n1	3	5%	1.0%	-7	7	-4%	2	1%	.
CC(=O)Nc1ccc(OCC[n+]2cccc(C(N)=O)c2)cc1	8	4%	0.0%	3	11	-5%	4	12%	-3
O=C(CCn1c(=O)[nH]c2ccsc2c1=O)N1CCN(Cc2ccc3c(c2)OCO3)CC1	0	3%	1.1%	-11	7	-2%	2	1%	-8
COc1ccc(-c2nc(SCC(=O)c3ccc(OC)c(Br)c3)n[nH]2)cc1	0	?	0.0%	-30	1	-6%	2	1%	-6
O=C(CCN(NC(=O)c1ccccc1)C1=NS(=O)(=O)c2ccccc21)NC1CCCCC1	0	-2%	-0.3%	1	8	-1%	5	3%	2
CN1C(=O)C(C)(C)c2cc(S(=O)(=O)N3CCCC(C(=O)NCc4ccccc4Cl)C3)ccc21 (configuration not stated)	-2	1%	0.8%	.	-12	-2%	-5	2%	-4
Cc1ccc(N2C(=O)CC(Sc3ccccc3C(=O)O)C2=O)cc1C (configuration not stated)	2	-1%	2.3%	2	13	-3%	1	11%	4
O=C(NC1CCCC1)C(c1ccccc1)N(Cc1ccccc1)C(=O)c1csnn1 (configuration not stated)	2	-2%	1.6%	-23	-3	0%	.	-5%	-6
COc1ccc(NC(=O)C2CCCN(S(=O)(=O)c3ccc(C)cc3)C2)cc1OC (configuration not stated)	1	-1%	-0.5%	13	-1	0%	4	0%	-6
